KCNH2 3.1 block: inhibitors of human KCNH2 3.1 potassium channel isoform; activity change, % (tested at about 1.8 µM); U2OS KCNH2 3.1, thallium flux FluxOr; active compounds read low; hit rate 0.95% among 340,000;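 active = maximum activity change below -70%; inconclusive = maximum activity change from -70% to -50%; inactive = maximum activity change above -50%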;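 also: thallium influx rate constant from kinetic fluorescence after stimulation buffer; % is scaled to controls: 0 for no effect and ±100 for the full control effect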
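Thallium flux via FluxOr fluorescence (Red40 quencher, 45 min loading) in U2OS cells virally expressing the KCNH2 3.1 isoform (1.77 x 10^8 /mL virus, overnight at 37 C). Rate constants from 2-min kinetic reads post-stimulation, normalised to positive and negative controls.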
USP2a block: USP2a (human) protease inhibition. O75604. USP2 core, Ub-CHOP2 coupled fluorogenic reporter, 485/531. Potency, µM (top dose mostly 38.3 µM), for inactives: top-dose activity change, negative = inhibition, most hits filed as inhibitors. hit rate 0.01% among 330,000. AID 463254;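 also: potency is read from the fitted curve at half-maximal effect; plate controls were DMSO wells for no effect and full inhibition by NEM control for full effect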
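USP2 core (10nM final) preincubated 30min RT with compound in 20mM Tris-HCl pH 8.0, 2mM CaCl2, 2mM beta-mercaptoethanol, 0.05% CHAPS; 25nM Ub-CHOP2 plus 25nM reporter substrate added, fluorescence (Ex485/Em531) read after 60min.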
TSHR antag: human thyrotropin receptor antagonism; activity change, negative = inhibition, % at 11.5 µM; P16473; TSHR-expressing cells, TSH-stimulated cAMP HTRF, 2 h; active compounds read low; hit rate 0.2% among 330,000;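 active = activity change below a set negative limit, meaning inhibition stronger than a set level, cut at about -70% in these data; inconclusive = activity change between two set negative limits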; also: % is scaled to controls: 0 for no effect and ±100 for the full control effect
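Read-out is FRET at 665 nm (cryptate excitation 337 nm) from a cryptate-tagged anti-cAMP antibody, competed by cell cAMP against cAMP-d2. Compounds are tested on freshly harvested TSHR cells challenged with 4nM TSH (EC80) for 2 hours at 37 deg C.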
hERG WT inh: inhibitors of human wildtype KCNH2 potassium channel; activity change, % at 1.84 µM; Q12809; AID 720551; hit rate 0.37% among 340,000; U2OS, BacMam KCNH2, thallium flux FluxOr; active compounds read low;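 active = maximum activity change below -70%; inconclusive = maximum activity change between -70% and -50%; inactive = maximum activity change above -50%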; also: % is scaled to controls: 0 for no effect and ±100 for the full control effect
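U2OS cells were transduced with wild-type KCNH2 virus (2.03 x 10^8 / mL) for 4 h at room temperature, then cultured overnight at 37 C. Thallium flux was read with FluxOr dye. Rate constants were normalized to DMSO controls.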
TRPV1 agonist: activates the human vanilloid receptor TRPV1. TRPV1-expressing cells, Fluo-8 calcium influx, agonist mode. AID 540275. Q8NER1. hit rate 0.19% among 320,000. activation, % at 8.33 µM; in the data active = activation above about 80%; inconclusive = between about 30% and that limit; also: 0% is about no effect
Target sequence (Q8NER1 whole entry, looked up): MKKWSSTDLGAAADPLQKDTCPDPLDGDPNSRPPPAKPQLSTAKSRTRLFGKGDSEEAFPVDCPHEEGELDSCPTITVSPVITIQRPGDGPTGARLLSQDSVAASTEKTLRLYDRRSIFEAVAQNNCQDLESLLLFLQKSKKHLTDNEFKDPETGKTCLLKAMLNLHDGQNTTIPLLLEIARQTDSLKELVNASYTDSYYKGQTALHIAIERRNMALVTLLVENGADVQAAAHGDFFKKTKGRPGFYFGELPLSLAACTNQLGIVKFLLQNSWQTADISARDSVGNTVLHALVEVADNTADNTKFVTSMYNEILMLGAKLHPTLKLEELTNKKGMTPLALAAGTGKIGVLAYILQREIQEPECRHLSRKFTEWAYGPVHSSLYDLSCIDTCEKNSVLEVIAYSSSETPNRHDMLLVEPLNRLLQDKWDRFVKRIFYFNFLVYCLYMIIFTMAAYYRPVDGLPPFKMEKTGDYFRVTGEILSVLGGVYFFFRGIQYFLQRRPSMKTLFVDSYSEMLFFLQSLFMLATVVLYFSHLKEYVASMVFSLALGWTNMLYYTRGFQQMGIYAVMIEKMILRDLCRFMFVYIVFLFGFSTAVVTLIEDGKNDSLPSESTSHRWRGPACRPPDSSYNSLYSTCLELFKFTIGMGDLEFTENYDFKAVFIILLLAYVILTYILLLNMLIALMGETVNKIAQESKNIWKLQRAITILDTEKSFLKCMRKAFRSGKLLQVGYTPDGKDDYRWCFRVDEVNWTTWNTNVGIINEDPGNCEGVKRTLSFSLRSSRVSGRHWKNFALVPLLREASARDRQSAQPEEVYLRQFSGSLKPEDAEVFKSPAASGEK
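TRPV1-expressing cells were cultured overnight at 35.5C and loaded with Fluo-8 calcium dye for 40 to 90 min at room temperature. After a 10 s baseline, compound was added and calcium influx was read kinetically for 3 min (ex 480/em 520 nm).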
Mito fusion act: inhibitors of mitochondrial division or activators of mitochondrial fusion; S. cerevisiae fusion-defective mutant growth rescue, CellTiterGlo 48 h; Potency, µM (top dose mostly 46.1 µM), for inactives: top-dose growth rescue (activation), usual class: activators; hit rate 0.23% among 320,000;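 also: potency is read from the fitted curve at half-maximal effect; % of control where 0% means no effect; nearly all actives have a fitted effect of over 45% in size; temperature-sensitive fusion mutants such as fzo1-1 at 37 °C on non-fermentable ethanol glycerol medium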
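Temperature-sensitive fusion-defective S. cerevisiae (e.g. fzo1-1, mgm1-5) were grown with compound in YPEG medium (3% ethanol, 3% glycerol) for 48 hours at 37C. Growth rescue was measured as viability by CellTiterGlo luminescence after 10 minutes at ambient.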
ELG1 repair inh: ELG1-dependent DNA repair inhibition. HEK293T ELG1-luciferase reporter, luminescence, 16 h; DNA damage induced by 5-fluorouridine. Potency, µM (doses to about 46.1 µM), without a hit: top-dose activity change, negative = inhibition, actives largely listed as inhibitors. hit rate 2.3% among 330,000. AID 504467; also: potency is read from the fitted curve at half-maximal effect; % is scaled to controls: 0 for no effect and ±100 for the full control effect; nearly all actives have a fitted effect of over 55% in size
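Overnight (16 hr) co-exposure of 2,000 cells/well to 5-fluorouridine and compound at 37 °C preceded detection. Luciferase was quantified via ONE-Glo luminescence; loss of signal denotes inhibition.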
TCR activator: T cell receptor activation | primary human leukocytes, anti-CD3, IL-2 HTRF, 48 h | Potency, µM (series often up to 9.22 µM), for the others: at the highest dose activation of IL-2 secretion, usual class: activators | 330,000 tested, under 10 active | AID 504894; also: % of control where 0% means no effect
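48 hr co-incubation of compounds, a-CD3 beads and primary human leukocytes; IL-2 quantified homogeneously by HTRF with anti-IL-2 K and d2 conjugates.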
Eya2 inh: Eya2 (human) phosphatase inhibition; O00167; recombinant Eya2, OMFP fluorescence dephosphorylation (OMFP is methylfluorescein phosphate); Potency, µM (top dose mostly 76.9 µM), for the others: top-dose activity, negative = inhibition, most hits filed as inhibitors; hit rate 0.006% among 330,000; AID 488837; also: potency is read from the fitted curve at half-maximal effect; % is scaled to controls: 0 for no effect and ±100 for the full control effect
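Eya2 protein (added as 0.2 uM solution) was preincubated with compound for 10 min at ambient temperature in 50 mM HEPES pH 7.5, 50 mM NaCl, 5 uM MgCl2, 0.05% BSA, 1 mM DTT. OMFP (added at 50 uM) then reacted 10 min; fluorescence read at 485/525 nm.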
A-T KAP1 phos: potential ataxia-telangiectasia treatment | […] A-T fibroblasts, KAP-1 phosphorylation AlphaLISA; neocarzinostatin DNA damage 30 min before lysis | Potency, µM (highest dose often 57.5 µM), for the others: at the top dose activation, usual class: activators | hit rate 0.19% among 320,000 | AID 485349; also: potency is read from the fitted curve at half-maximal effect; % of control where 0% means no effect; nearly all actives have a fitted effect of over 45% in size
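hTERT-immortalized A-T patient fibroblasts ([…]), 500 cells/well in OPTI-MEM, 1% FBS, got compounds for 60 min, then NCS for 30 min at 37C. Lysates were then assayed for phospho-KAP-1 by AlphaLISA (anti-pKAP1 donor, anti-KAP1 acceptor beads), 6 hr at 25C.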
Starred values were filed as active, the others as inactive; i = inactive; u = inconclusive; x = no result given; & = joins results of further samples; [ ] = another dose, or the depositor's remark. Unless noted, calls follow the shape of the dose curve; as a rule, active = well fitted curve in the direction sought with a large enough effect; inconclusive = small, poorly fitted or top-dose-only effect, or another doubt; inactive = no such curve, though single readings can be large; an effect the other way counts as inactive or inconclusive. The list is partial; rates above refer to the full screens.

SMILES	KCNH2 3.1 block	USP2a block	TSHR antag	hERG WT inh	TRPV1 agonist	Mito fusion act	ELG1 repair inh	TCR activator	Eya2 inh	A-T KAP1 phos
Cn1c(C(=O)N2CCC(C(N)=O)CC2)cc2c(=O)n(C)c3ccccc3c21	8	3%	2	4	1	-1%	5%	2%	-7%	2%
Cn1cnc(C(=O)N2CCc3ccccc3C2)c1C(=O)N1CCc2ccccc2C1	10	4%	16	-6	x	x	u	-4%	-14%	-3%
CCOC(=O)N1CCN(CC(O)c2ccc3cc[nH]c3c2)CC1 (centres undefined)	-17	2%	0	6	x	-5%	20%	4%	10%	11%
COc1ccc(C(=O)NNC(=O)C(NC(=O)c2cc(OC)cc(OC)c2)C(C)C)cc1 (centres undefined)	-16	3%	-7	4	5	-2%	-2%	0%	-1%	-6%
COc1ccc(N2C(=O)/C(=C3/C=CC=CN3C)SC2=S)cc1	0	-2%	-12	7	1	-1%	18%	1%[46.1 µM]	-12%	-6%
CCN1C(=NCCCCO)N[C@@H](c2cccc(F)c2)C(C(=O)OC)=C1C	17	2%&0%	1&-2	34	0&-1	-2%&-3%	-11%	-5%	2%&8%	3%&1%
COc1ccc(S(=O)(=O)NCCSc2ccc(C)cc2)cc1OC	0	-2%	-6	3	11	12%	u	-3%	6%	7%
COc1ccc(-c2noc(Cc3ccc(Cl)cc3)n2)cc1OC	11	2%	2	0	5	6%	u	-1%[46.1 µM]	5%	-8%
COc1ccc(C(=O)/C=C/c2ccc(OC)cc2OC)c(O)c1	-1	0%	-28	-1	0	4%	u	1%	-9%	-14%
CC(C)[C@H](NC(=O)OCc1ccccc1)C(=O)OCC(=O)Nc1c(F)cccc1F	6	6%	0	1	2	5%	-1%	-7%[46.1 µM]	1%	0%
COc1ccc(OC)c(NC(=O)CN(C)S(=O)(=O)c2ccc(Cl)cc2)c1	2	-1%	-27	-12	12	15%	-12%	-1%	-7%	4%
Cc1cccc(NC(=O)CN2CCN(C(=O)c3cncn3-c3ccc(F)cc3)CC2)c1C	7	1%	-7	9	1	4%	6%	-5%	-2%	-2%
Cc1ccc(C(=O)NC(=S)NNC(=O)c2cccc([N+](=O)[O-])c2)cc1	1	-5%	4	-1	5	-5%	-11%	x	19%	-11%
CCN(CC)CCCNC(=O)CC1Sc2ccccc2NC1=O (centres undefined)	6	4%	6	15	-4	-2%	6%	-4%	-16%	-4%
O=C(CNC(=O)c1ccc(F)cc1)N/N=C/c1cc(Br)ccc1OCc1ccccc1	-24	3%	-11	x	2	u	u	2%[46.1 µM]	1%	1%
Cc1ccc(-c2cc(C(=O)N3CC(C)OC(C)C3)c3ccccc3n2)o1 (centres undefined)	7	-2%	14	-23	11	6%	16%	-4%	-14%	24%
O=C(c1cc(-c2ccccc2)on1)N1CCc2ccccc2C1	x	2%	15	-9	0	-7%	4%	2%	-3%	-6%
CCOC(=O)C1CCN(C(=O)COC(=O)c2ccc([N+](=O)[O-])o2)CC1	-4	1%	3	-17	1	2%	0%	3%	-7%	3%
CCCSc1nsc(NC(=O)Nc2ccc(F)cc2F)n1	-7	-2%	-119*	-4	u	-15%	u	x	5%	4%
Nc1nc(Nc2cccc(F)c2)nc(N2CCOCC2)c1[N+](=O)[O-]	-9	-7%	-3	0	9	-4%	2%	-5%	u	0%
Cc1ccc(S(=O)(=O)N2CCOCC2)cc1C(=O)NCc1ccc2c(c1)OCO2	-22	1%	-6	5	u	-2%	19%	2%	-29%	3%
O=C(COC(=O)c1cc(Br)ccc1Cl)NC(=O)NCc1ccccc1	9	0%	13	8	4	-3%	6%	2%[46.1 µM]	-5%	5%
CC(=O)Nc1ccc(N2C(=O)CSC2c2c(F)cccc2Cl)cc1 (centres undefined)	-4	2%	-2	2	1	-1%	-2%	5%	-5%	2%
C/C(=N\N=C\c1ccccc1F)c1nnn(-c2nonc2N)c1C	-71*	3%	-7	20	10	-1%	u	2%[46.1 µM]	-3%	-2%
C/C=C\C=C/C(=O)Nc1cccc(C2=NOC3(C2)C[C@@H](C(N)=O)N(C(=O)[C@H]2CCC(=O)N2)C3)c1 (some centres undefined)	x	3%	-6	x	0	16%	u	2%	1%	-26%
Cc1cc(Cl)ccc1NC(=S)NCc1ccc(F)cc1	-25	-1%	-6	-2	u	-9%	u	0%	-18%	6%
Cc1cc(C)cc(N(C(=O)c2csnn2)C(C(=O)NC2CCCCC2)c2cccnc2)c1 (centres undefined)	0	1%	22	2	7	8%	7%	-2%	-6%	-2%
Cc1ccc(S(=O)(=O)N2Cc3ccccc3CC2C(=O)Nc2cc(C)on2)cc1 (centres undefined)	-3	2%	6	6	u	7%	-19%	x	-8%	5%
O=C(CC(=O)c1ccccc1)Nc1cccnc1	-6	2%	23	i	-5	-2%	u	-7%[46.1 µM]	5%	3%
CC(C)(C)OC(=O)N1CCC(c2c(C(=O)NC3CC3)cnn2-c2ccccc2)CC1	-8	-2%	6	-13	19	-1%	-2%	-2%	5%	3%

Shown as a hit in TSHR antag (from the list above):
SMILES,USP2a block,TSHR antag,TRPV1 agonist,TCR activator,Eya2 inh
CCCSc1nsc(NC(=O)Nc2ccc(F)cc2F)n1,-2%,-119*,u,x,5%

Next entries follow.
SMILES	KCNH2 3.1 block	USP2a block	TSHR antag	hERG WT inh	TRPV1 agonist	Mito fusion act	ELG1 repair inh	TCR activator	Eya2 inh	A-T KAP1 phos
COc1cc(NC(=S)NCCCN2CCOCC2)c(OC)cc1Cl	x	-2%	0	6	1	-1%	-21%	-6%	2%	-1%
CCCCCc1nc2ccccc2c(=O)n1N	3	1%	5	1	-3	-4%	0%	2%	10%	u
Cc1cccc(NC(=O)CN2CCc3cc4c(cc3C2C)OCCCO4)c1 (centres undefined)	1	0%	14	4	21	5%	21µM*	-1%	2%	0%
CCCN(C(=O)CSCC(=O)Nc1ccc(OC)cc1)c1c(N)n(Cc2ccccc2)c(=O)[nH]c1=O	12	-4%	-1	-8	5	0%	9%	-13%	-18%	-2%
CSc1nc(Sc2ccc(Cl)cc2)c2ccccc2n1	-29	3%	-8	-1	-1	1%	u	-3%	-4%	6%
Cc1cc(C(=O)NCC(=O)OCC(=O)NCC2CCCO2)ccc1[N+](=O)[O-] (centres undefined)	28	1%	8	-8	2	-2%	8%	-7%	6%	-3%
Cc1cc(/C=N/N2CCN(C)CC2)c(C)n1-c1ccccc1F	-8	-2%	26	-3	9	-8%	-7%	7%	-16%	-9%
CC(C)C(=O)NNC(=O)c1ccccn1	35	1%	2	-7	3	0%	10%	5%[46.1 µM]	3%	15%
CCOC(=O)c1c(O)c2c([nH]c1=O)CCCC2	15	4%	5	-2	1	-17%	8%	-1%	-5%	3%
C=CCNS(=O)(=O)c1ccc2nsnc2c1	10	1%	-2	5	-2	-6%	13%	3%	11%	2%
CC(=O)CSc1nc2ccccc2o1	2	2%	-6	7	-1	2%	u	0%[46.1 µM]	6%	x
CCN(Cc1ccncc1)C(=O)c1ccccc1NS(=O)(=O)c1ccc(Br)cc1	7	6%	1	2	1	7%	-10%	-2%	0%	-7%
COc1ccc(OC)c(C2N(c3ccc(Cl)cc3)C(=O)C3CCCN32)c1 (centres undefined)	-1	2%	5	8	23	-3%	11%	-9%	18%	18%
COc1ccc(/C=N/n2cncn2)cc1Cn1nc(C)c([N+](=O)[O-])c1C	-3	1%	4	-5	2	2%	u	1%	u	-3%
Cn1c(-c2cccc([N+](=O)[O-])c2)[n+](C)c2ccccc21	4	-6%	10	-21	-1	-2%	u	6%	-7%	-5%
COc1ccc(CNC(=O)CCC(=O)N2CCN(S(=O)(=O)c3cc([N+](=O)[O-])ccc3C)CC2)cc1	-3	-1%	-2	22	1	3%	2%	3%	20%	13%
Cc1ccc(NC(=O)N2CCC(=O)N2)cc1	0	-1%	-7	1	9	3%	u	16%	10%	1%
COc1ccc(C2=NN(C(=O)CCC(=O)O)C(c3ccc(F)cc3)C2)cc1 (centres undefined)	-2	0%	4	-3	2	-1%	-1%	9%	-7%	4%
CCOCCCNC(=S)N1C2CCC1CC(NC(=O)NC1CCCCC1)C2 (centres undefined)	9	0%	10	18	3	-1%	2%	x	3%	-6%
O=C(NC1CCCCCC1)C1CC(=O)N(Cc2ccccc2)C1 (centres undefined)	7	4%	-5	0	4	-1%	2%	-6%	12%	7%
Cn1c(SCc2ccccc2)nnc1-c1ccc2c(c1)OCO2	4	2%	1	-6	0	-8%	u	2%	0%	4%
CN(C)CCNC(=O)Cn1nc(-c2ccc(Cl)cc2)ccc1=O	5	0%	15	-2	-4	0%	0%	1%	-2%	-5%

Screening data: PubChem, National Center for Advancing Translational Sciences (NCATS)
